Screening results: PubChem BioAssay, National Center for Advancing Translational Sciences (NCATS)
EPAC1 agonist = EPAC1 (human) agonism. O95398. EPAC1 agonist qHTS, biochemical assay; response scale: 100% = response to 6.5 mM cAMP. Potency, µM (series often up to 154 µM), without a hit: at the highest dose activation, most hits filed as activators. 360,000 compounds, 0.073% hits. AID 720707; further: potency means the concentration at half of the fitted maximal effect; nearly all actives have a fitted effect of over 60% in size
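Read-out is the fluorescence drop as BODIPY-GDP leaves Rap1B (480 nm excitation, 540 nm emission), recorded every 5 minutes over 30 minutes. Reactions held 100 nM EPAC1, 250 nM Rap1B–BODIPY-GDP and 50 uM GDP, with 6.5 mM cAMP setting full activation.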
IL-2 act = activators of IL-2. IL-2 activation reporter assay, cell-based qHTS; stimulated with anti-CD3/CD4/CD28 beads; in transgenic mouse T cells. activation, % (series mostly up to about 46 µM). 360,000 compounds, 0.065% hits. AID 652025; in the data active means activation above about 50%; inconclusive means mostly about 30% to 49%; further: 0% is about no effect
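Quantitative HTS in unstimulated transgenic mouse T cells, with memory T cells as non-tolerant control and PMA/ionomycin as tolerance-bypass control. Compound pretreatment lasted 60 minutes before 18 h bead stimulation; EGFP/DsRed fluorescence read.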
GLP1R cytotox = cytotoxicity counter-screen for GLP-1 receptor inverse agonists | HEK293 cAMP-luciferase reporter cells, luminescence, 24 h | Potency, µM (series often up to 38.3 µM), for inactives: at the top dose activity change, negative = inhibition, hits mostly inhibitors | 410,000 compounds, 0.13% hits;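 further: loss of luciferase light is scored as toxicity; potency means the concentration at half of the fitted maximal effect; on the % scale 0 is the no-effect control and ±100 the full control effect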
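Quantitative HTS format, 1536 wells, 200 cells/uL seeded. Compounds: 23 nL, 24 h, 37 °C. Detection: luciferase reagent, luminescence at 12 min RT; decreased signal taken as cytotoxic.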
EPAC1 antagonist = EPAC1 (human) antagonism; EPAC1 GEF assay, Rap1b-BODIPY-GDP exchange fluorescence; AID 720709; Potency, µM (doses to about 115 µM), without a hit: at the top dose activity change, negative = inhibition, actives largely listed as inhibitors; O95398; 360,000 compounds, 0.14% hits;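 further: potency means the concentration at half of the fitted maximal effect; plate controls were vehicle for no effect and positive control for full effect; nearly all actives have a fitted effect of over 50% in size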
GLP-1R agonist = agonists of human GLP-1 receptor | AID 624172 | HEK293 GLP-1R CRE-luciferase, luminescence, 4-6 h; cells express a hypersensitive GLP-1R form | 380,000 compounds, 0.007% hits | Potency, µM (doses to about 45.6 µM), for inactives: at the highest dose activation, hits mostly activators | P43220; further: potency means the concentration at half of the fitted maximal effect; % of control where 0% means no effect
Target sequence (P43220 whole entry, looked up): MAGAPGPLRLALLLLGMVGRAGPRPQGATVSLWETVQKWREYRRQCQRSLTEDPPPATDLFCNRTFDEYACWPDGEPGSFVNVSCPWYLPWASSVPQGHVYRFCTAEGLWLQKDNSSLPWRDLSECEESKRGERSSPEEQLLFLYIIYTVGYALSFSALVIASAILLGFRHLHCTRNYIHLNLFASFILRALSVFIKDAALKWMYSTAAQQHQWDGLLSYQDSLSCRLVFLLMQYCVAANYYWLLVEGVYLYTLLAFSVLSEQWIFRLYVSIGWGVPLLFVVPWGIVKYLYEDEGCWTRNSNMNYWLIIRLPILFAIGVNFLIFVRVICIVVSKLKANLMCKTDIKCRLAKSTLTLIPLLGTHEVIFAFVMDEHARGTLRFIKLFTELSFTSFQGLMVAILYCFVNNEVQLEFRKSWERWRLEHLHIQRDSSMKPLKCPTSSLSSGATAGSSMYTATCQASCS
GLP1R inv ag = acts as inverse agonist at human GLP-1 receptor; P43220; HEK293 GLP-1R CRE-luciferase, luminescence, 24 h; GLP-1R form is constitutively active; Potency, µM (titrated, usually from 38.3 µM), without a hit: at the top dose activity change, negative = inhibition, usual class: inhibitors; 410,000 compounds, 1.6% hits; further: potency means the concentration at half of the fitted maximal effect; on the % scale 0 is the no-effect control and ±100 the full control effect; nearly all actives have a fitted effect of over 55% in size
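Inverse agonism was detected as reduced cAMP-driven luciferase luminescence after 24 h compound treatment. The cells were HEK293 clones expressing constitutively active human GLP-1R with the reporter. Reporter-only and GPR119 cell lines served as counterscreen controls.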
PI5P4Ka inh = PI5P4K alpha (human) kinase inhibition; max response, %; P48426; AID 652105; 330,000 compounds, 1.2% hits; PI5P4Kalpha enzyme, ADP-Glo luminescence, 60 min; active compounds read low; active means max response of -50% or lower; inconclusive means between -30% and -50%; inactive means -30% or higher; further: value at the top dose of about 77 µM; on the % scale 0 is the no-effect control and ±100 the full control effect
Target sequence (P48426 whole entry, looked up): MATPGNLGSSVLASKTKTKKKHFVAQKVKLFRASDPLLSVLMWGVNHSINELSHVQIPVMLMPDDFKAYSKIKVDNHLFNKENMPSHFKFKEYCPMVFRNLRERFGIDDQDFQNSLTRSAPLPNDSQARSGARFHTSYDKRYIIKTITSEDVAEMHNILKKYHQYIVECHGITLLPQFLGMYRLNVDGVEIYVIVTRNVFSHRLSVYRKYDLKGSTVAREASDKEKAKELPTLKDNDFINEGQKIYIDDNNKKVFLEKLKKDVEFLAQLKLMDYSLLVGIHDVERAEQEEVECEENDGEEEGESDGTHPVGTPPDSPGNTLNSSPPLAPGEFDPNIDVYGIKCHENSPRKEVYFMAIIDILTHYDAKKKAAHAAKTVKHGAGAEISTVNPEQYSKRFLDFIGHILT
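Human PI5P4Kalpha with substrate in 0.038 M HEPES pH 7.4, 0.28 mM EGTA, 0.1% CHAPS, 5% DMSO; reaction started with 5 microM ATP (final), 60 min at room temperature. ADP formed read by ADP-Glo luminescence.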
PLK1 PBD block = inhibitors of human PLK1 polo-box domain binding. P53350. Plk1 PBD binding of FITC phosphopeptide, fluorescence polarization. Potency, µM, for the others: max response, negative = inhibition, actives largely listed as inhibitors. 360,000 compounds, 2.8% hits. AID 720504; further: potency means the concentration at half of the fitted maximal effect; series mostly up to about 57 µM; on the % scale 0 is the no-effect control and ±100 the full control effect; nearly all actives have a fitted effect of over 65% in size
PTHR1 agonist = agonists of human PTHR1 parathyroid hormone receptor | HEK293 GP2 PTHR1 cells, GloSensor cAMP luminescence, 1 h | Potency, µM (titrated, usually from 115 µM), for the others: at the top dose activation, most hits filed as activators | Q03431 | 410,000 compounds, 0.075% hits; further: potency means the concentration at half of the fitted maximal effect; nearly all actives have a fitted effect of over 55% in size; some results filed as inactive show a strong effect at the top dose; inactives centre near -15; many of its hits are not listed in these tables
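HEK-293-derived GP2 cells expressing PTHR1 and a GloSensor cAMP reporter, 3,000/well, plated overnight, given luciferin plus IBMX (each 0.5 mM as added) for 1 h at 37 °C, then compound for 1 h at 37 °C. Luminescence was read after 15 min at room temperature.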
Starred values were filed as active, the others as inactive; i = inactive; ? = inconclusive; . = not tested or not shown; [ ] = another dose, or the depositor's remark. Unless noted, the call rests on the fitted dose curve; in most records, active means well fitted curve in the direction sought with a large enough effect; inconclusive means small, poorly fitted or top-dose-only effect, or another doubt; inactive means no such curve, though single readings can be large; an effect the other way counts as inactive or inconclusive. An excerpt; count on the stated rates, not on these rows.

Start of the data: the first 10 compounds, to show the layout:
SMILES	EPAC1 agonist	IL-2 act	GLP1R cytotox	EPAC1 antagonist	GLP-1R agonist	GLP1R inv ag	PI5P4Ka inh	PLK1 PBD block	PTHR1 agonist
O=C(Nc1ccc(Cl)c(Cl)c1)Nc1ccccc1NS(=O)(=O)c1cccs1	12%	0.3	9%	-5%	1%	-21%	3	-6%	-9%
C=CCn1c(O)c(C2=c3ccccc3=NC2=O)s/c1=N/c1nccs1	-6%	-1.8	1%	1%	4%	6%	-15	-1%	i
CN1C(=O)c2ccccc2C(C(=O)O)C1c1cccc(Cl)c1 (configuration not stated)	8%	0.8	2%	3%	5%	12%	1	-8%	6%
CC(NC(=O)OCc1ccccc1)C(=O)NCC1CCCO1 (configuration not stated)	0%	-0.7	4%	-15%	-9%	0%	0	-1%	i
Cc1ccc(C(O)c2ncc(-c3ccccc3Cl)[nH]2)c(C)c1 (configuration not stated)	5%	2.1	0%	-20%	20%	4%	-4	2%	i
O=C1c2ccccc2/C(=C\c2ccc(Br)s2)N1c1ccccc1	-4%	0.3	-24%	-10%	1%	?	-24	-1%	-19%
Cc1ccc(NC(=O)CN(C)C(=O)c2ccc(Br)o2)cc1	0%	-0.8	-6%	-7%	5%	-5%	6	-7%	i
O=C(N/N=C/c1ccc2c(c1)OCO2)c1cc(-c2ccc(F)cc2)nc2ccccc12	4%	-0.6	-6%	-6%	0%	-22%	5	-6%	i
O=C(CN1CCN(S(=O)(=O)c2ccc(F)cc2)CC1)Nc1ccc(Cl)cn1	7%	-0.6	-11%	10%	-4%	-25%	10	5%	-17%
S=C1NCN(Cc2ccco2)CN1Cc1ccco1	-4%	0.3	-19%	-14%	3%	6%	0	0%	i

Main list, previewed entries included:
SMILES	EPAC1 agonist	IL-2 act	GLP1R cytotox	EPAC1 antagonist	GLP-1R agonist	GLP1R inv ag	PI5P4Ka inh	PLK1 PBD block	PTHR1 agonist
O=C(Nc1ccc(Cl)c(Cl)c1)Nc1ccccc1NS(=O)(=O)c1cccs1	12%	0.3	9%	-5%	1%	-21%	3	-6%	-9%
C=CCn1c(O)c(C2=c3ccccc3=NC2=O)s/c1=N/c1nccs1	-6%	-1.8	1%	1%	4%	6%	-15	-1%	i
CN1C(=O)c2ccccc2C(C(=O)O)C1c1cccc(Cl)c1 (configuration not stated)	8%	0.8	2%	3%	5%	12%	1	-8%	6%
CC(NC(=O)OCc1ccccc1)C(=O)NCC1CCCO1 (configuration not stated)	0%	-0.7	4%	-15%	-9%	0%	0	-1%	i
Cc1ccc(C(O)c2ncc(-c3ccccc3Cl)[nH]2)c(C)c1 (configuration not stated)	5%	2.1	0%	-20%	20%	4%	-4	2%	i
O=C1c2ccccc2/C(=C\c2ccc(Br)s2)N1c1ccccc1	-4%	0.3	-24%	-10%	1%	?	-24	-1%	-19%
Cc1ccc(NC(=O)CN(C)C(=O)c2ccc(Br)o2)cc1	0%	-0.8	-6%	-7%	5%	-5%	6	-7%	i
O=C(N/N=C/c1ccc2c(c1)OCO2)c1cc(-c2ccc(F)cc2)nc2ccccc12	4%	-0.6	-6%	-6%	0%	-22%	5	-6%	i
O=C(CN1CCN(S(=O)(=O)c2ccc(F)cc2)CC1)Nc1ccc(Cl)cn1	7%	-0.6	-11%	10%	-4%	-25%	10	5%	-17%
S=C1NCN(Cc2ccco2)CN1Cc1ccco1	-4%	0.3	-19%	-14%	3%	6%	0	0%	i
O=C(NCc1ccccc1)C1=C[C@@H](c2ccc(Br)cc2)C[C@@H](OCCCCO)O1	4%	1.5	-7%	0%	-8%	?	-2	-12%	-14%
C=CC(=O)NCc1ccc(-c2csnn2)cc1	2%	-0.4	4%	4%	5%	3%	3	2%	-1%
NC(N)=NCCCc1cn(CC(=O)N2CCNCC2)nn1	5%	-0.7	-41%	-11%	-5%	7%	0	-3%	i
N/C(=N\OC(=O)Oc1ccccc1)c1ccc(Br)cc1	4%	0.0	-4%	7%	-5%	8%	-9	-17%	-7%[57.5 µM]
COc1ccc(-c2cc(C(=O)N3CCCC(C(F)(F)F)C3)c3ccccc3n2)cc1OC (configuration not stated)	7%	-1.0	4%	-20%	?	?	-4	-1%	i
CCOC(=O)C(=O)NNc1ccc(Cl)cc1	0%	-0.4	?	3%	0%	?	-5	-2%	i
Cc1occc1-c1nnc(SCC(=O)N2CC(=O)Nc3ccccc32)n1CC(C)C	2%	-0.4	0%	5%	2%	-17%	-8	-7%	-11%[57.5 µM]
COc1cc(SC)ccc1C(=O)Nc1c(C)cccc1C	-7%	-0.8	-1%	-9%	12%	-19%	8	-2%	-24%
O=[N+]([O-])c1cccc(-c2n[nH]c(=S)n2Cc2ccccc2)c1	-4%	0.8	-13%	-6%	-5%	8%	5	3%	-10%
CN(Cc1nc2ccccc2[nH]1)C(=O)C1CCC(=O)N(C2CCCC2)C1 (configuration not stated)	-6%	-2.8	-6%	16%	-1%	4%	0	3%	-24%
COc1ccc(S(=O)(=O)N2CCCC2C(=O)NCc2cccs2)cc1 (configuration not stated)	9%	-0.5	31%	-2%	-11%	26%	.	-7%	i
Cc1c(CC(=O)N[C@@H](C)C(=O)O)c(=O)oc2c(C)c3occ(-c4ccccc4)c3cc12	-3%	0.4	15%	-28%	9%	2%	-20	-8%	-10%
COc1ccc(C2c3sc(=O)[nH]c3SCC2C(N)=O)cc1 (configuration not stated)	7%	-1.1	0%	-21%	0%	0%	0	-16%	i
CCN(CC)C(=O)C1=C(C)N(Cc2ccccc2)C(=O)C(CC(=O)NC2CCCC2)C1 (configuration not stated)	-22%	-1.9	2%	-5%	-5%	2%	-9	-5%	-12%
CC(C)=CCC[C@H](C)C[C@@H]1CC2=C(C(=O)OC(C)(C)O2)[C@H](c2ccc(F)cc2)O1	-10%	-1.0	8%	-16%	-1%	?	17	4%	-23%
O=C(COC(=O)c1cc([N+](=O)[O-])ccc1Cl)NCCc1ccccc1	1%	-0.9	-14%	-3%	0%	7%	-6	3%	i

Single records (already shown):
Cc1c(CC(=O)N[C@@H](C)C(=O)O)c(=O)oc2c(C)c3occ(-c4ccccc4)c3cc12 is entered as EPAC1 agonist = -3%; IL-2 act = 0.4; GLP1R cytotox = 15%; EPAC1 antagonist = -28%; GLP-1R agonist = 9%; GLP1R inv ag = 2%; PI5P4Ka inh = -20; PLK1 PBD block = -8%; PTHR1 agonist = -10%
CCN(CC)C(=O)C1=C(C)N(Cc2ccccc2)C(=O)C(CC(=O)NC2CCCC2)C1 (configuration not stated) is entered as EPAC1 agonist = -22%; IL-2 act = -1.9; GLP1R cytotox = 2%; EPAC1 antagonist = -5%; GLP-1R agonist = -5%; GLP1R inv ag = 2%; PI5P4Ka inh = -9; PLK1 PBD block = -5%; PTHR1 agonist = -12%
